High-throughput results: PubChem, several laboratories
PAD4 FP inh – blocks human protein arginine deiminase 4; recombinant PAD4, RCA probe fluorescence polarization; inhibition, % at 6.36 µM; 0.41% of 330,000 active;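 active means percent inhibition above a cutoff equal to the mean of all tested compounds plus 3 SD, cut at about 15% in these data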;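 further: 0% = PAD4 with RCA probe and DMSO and 100% = probe without PAD4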
Target sequence (Q9UM07 whole entry, looked up): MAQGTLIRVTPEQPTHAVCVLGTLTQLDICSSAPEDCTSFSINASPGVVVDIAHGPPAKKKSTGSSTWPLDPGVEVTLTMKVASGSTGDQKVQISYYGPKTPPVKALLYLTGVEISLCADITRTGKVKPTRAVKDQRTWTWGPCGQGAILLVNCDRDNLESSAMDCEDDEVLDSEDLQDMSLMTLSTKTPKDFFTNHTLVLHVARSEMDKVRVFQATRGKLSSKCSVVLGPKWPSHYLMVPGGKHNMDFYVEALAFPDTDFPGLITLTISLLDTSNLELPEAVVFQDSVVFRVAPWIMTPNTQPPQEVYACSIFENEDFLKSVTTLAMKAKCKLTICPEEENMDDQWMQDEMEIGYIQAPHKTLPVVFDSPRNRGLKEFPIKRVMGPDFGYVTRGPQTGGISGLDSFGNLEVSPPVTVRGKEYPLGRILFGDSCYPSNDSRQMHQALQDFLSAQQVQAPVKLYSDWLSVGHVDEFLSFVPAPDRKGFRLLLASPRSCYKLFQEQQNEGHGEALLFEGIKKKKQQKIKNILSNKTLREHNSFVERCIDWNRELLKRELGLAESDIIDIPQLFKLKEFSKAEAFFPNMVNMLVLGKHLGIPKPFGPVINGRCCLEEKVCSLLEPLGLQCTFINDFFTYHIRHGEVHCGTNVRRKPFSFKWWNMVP
BCLXL inh – inhibitors of human Bcl-xL. Q07817. GST-Bcl-xL / FITC-Bim BH3 peptide fluorescence polarization. inhibition, % at 10.9 µM. 0.7% of 320,000 active. AID 2129;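 active means inhibition above the mean of all tested compounds plus 3 SD, cutoff set per campaign, cut at about 30% in these data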;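 further: 0% = DMSO wells and 100% = unlabeled Bim-BH3 peptide competitor; inhibitors lower millipolarization by displacing the labeled peptide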
Target sequence (Q07817 whole entry, looked up): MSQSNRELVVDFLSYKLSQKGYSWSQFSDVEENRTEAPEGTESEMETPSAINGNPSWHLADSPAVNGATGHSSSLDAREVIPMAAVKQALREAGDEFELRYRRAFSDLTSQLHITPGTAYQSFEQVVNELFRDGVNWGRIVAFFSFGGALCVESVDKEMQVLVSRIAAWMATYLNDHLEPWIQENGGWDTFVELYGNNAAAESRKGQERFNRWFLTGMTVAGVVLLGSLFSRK
MCL1-BIM inh – MCL1-BIM-BH3 interaction inhibition (human); Q07820; GST-MCL1 / FITC-Bim-BH3 fluorescence polarization; inhibition, % at 10.9 µM; 0.68% of 320,000 active; AID 2057;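 active means inhibition above the mean inhibition of all tested compounds plus 3 SD, set per campaign, cut at about 40% in these data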;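 further: 0% = DMSO wells and 100% = unlabeled Bim-BH3 peptide control; higher means more loss of mP so more displacement of Bim peptide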
Fam108B inh – counter-screen for RBBP9 inhibitors: inhibitors of mouse Fam108B. recombinant Fam108B, FP-Rh probe fluorescence polarization. inhibition, % at 9.51 µM. 0.33% of 300,000 active. AID 1947;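 active means inhibition above the screen mean inhibition plus 3 SD, computed separately per campaign, cut at about 18% in these data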;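 further: inhibitors lower polarization as less probe binds the enzyme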
PME-1 inh – blocks human protein phosphatase methylesterase 1 | Q9Y570 | recombinant PME-1, FP-Rh probe fluorescence polarization | inhibition, % at 5.9 µM | 0.53% of 320,000 active;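 active means inhibition above the campaign mean of all compounds plus 3 SD, cut at about 26% in these data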;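 further: competitive labeling of PME-1 active site by serine hydrolase directed probe; 0% = PME-1 with DMSO and 100% = wells lacking PME-1 enzyme; inhibitors block probe labeling so polarization falls and inhibition rises; many of its hits are not listed in these tables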
GSTO1 inh – GSTO1 inhibition, counter-screen for RBBP9 inhibitors | P78417 | recombinant GSTO1, activity-based probe fluorescence polarization | inhibition, % at 5.96 µM | 1.1% of 300,000 active | AID 1974;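 active means inhibition above the campaign mean inhibition plus 3 SD, cut at about 35% in these data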;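 further: 0% = GSTO1-1 with DMSO and 100% = wells lacking GSTO1-1 enzyme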
MEX-5 binding – C. elegans MEX-5 TCR-2 RNA binding activity. activity score (negative = inhibition of binding), % at 10 µM. MEX-5/FITC-TCR2 RNA binding, fluorescence polarization; stronger effect = lower value. 0.38% of 300,000 active;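 active means inhibition past about -25% in most replicates, and total fluorescence under double the plate's negative control median, limit read from the data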;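 further: 0% = DMSO and -100% = 5 µM competing unlabeled TCR2 RNA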
GLD-1 RNA inh – GLD-1-TGE RNA interaction inhibition (C. elegans) | Q17339 | purified GLD-1 + fluorescein TGE RNA, fluorescence polarization | inhibition, % at 5.96 µM | 0.44% of 320,000 active | AID 2280;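 active means percent inhibition above a per-plate cutoff, the plate mean of test compounds plus 3 SD, cut at about 30% in these data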;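 further: 0% = DMSO wells with GLD-1 and probe and 100% = wells lacking GLD-1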
TPT1 inh – blocks Candida albicans tRNA 2'-phosphotransferase. recombinant caTPT1, FP RNA substrate dephosphorylation. inhibition, % at 5 µM. 0.81% of 300,000 active;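 active means inhibition above the mean of all tested compounds plus 3 SD, set per screening campaign, cut at about 24% in these data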;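 further: plate controls were DMSO alone for no effect and ferristatin control at 100 nM for full effect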
* marks the source's active call; other numbers are inactive results; . = no result given. An excerpt (hit frequency here may not be typical).

SMILES	PAD4 FP inh	BCLXL inh	MCL1-BIM inh	Fam108B inh	PME-1 inh	GSTO1 inh	MEX-5 binding	GLD-1 RNA inh	TPT1 inh
CCc1nc(C)c(C#N)c2cc(OC)c(OC)cc12	-0.8	3.3	6.9	0.5	-2.8	3.1	-1.5	-1.0	-5.2
O=C(CNc1n[nH]c(=O)[nH]c1=O)N/N=C/c1ccccc1	0.8	4.0	6.3	-4.1	-4.1	1.4	1.9	-0.9	-2.8
CCOc1ccc(-c2nnn(CC(=O)c3cc(OC)ccc3OC)n2)cc1	3.9	3.5	4.2	-24.2	-15.9	2.5	-0.3	1.5	-2.1
COc1cc(C(=O)NCc2nnc(SCC(=O)c3ccccc3)o2)cc(OC)c1OC	0.1	2.0	2.3	2.0	-2.8	6.4	.	-6.4	-1.9
Cc1ccc(C(=O)Nc2ccncc2)c(Cl)c1	0.0	9.8	1.9	1.1	-0.8	8.7	0.9	4.4	-1.8
[O-]/[N+](=C\c1ccco1)c1ccc(Cl)cc1	3.7	10.1	-0.4	-1.9	5.8	8.2	-0.5	-0.8	-5.0
CC1=C(C(=O)OC2CCC(C)CC2)C(c2ccc(O)c([N+](=O)[O-])c2)NC(=O)N1 (stereo not drawn)	-3.6	1.4	10.6	-2.1	1.6	-24.1	-2.3	-5.8	-4.4
O=C(c1ccoc1)N1CCC2(CC1)Oc1ccc(F)cc1C(=O)C21CC(c2cccnc2)=NO1 (stereo not drawn)	0.9	3.3	5.2	-0.8	3.6	4.0	-2.6	-0.8	-1.9
CCc1ccc(S(=O)(=O)N2CCN(Cc3ccco3)CC2)cc1	-6.0	3.6	0.9	0.8	0.9	1.1	1.3	2.0	-1.4
CCn1cc(C(=O)NC2CCCc3c2cnn3-c2cccc(C)c2C)cn1 (stereo not drawn)	1.3	-1.9	-8.6	0.3	7.2	-5.3	2.7	3.8	-0.9
COc1cc(-c2cc3nc(C)c(C)c(=O)n3[nH]2)cc(OC)c1OC	-0.3	9.2	7.8	-1.5	-18.1	-4.5	-3.1	1.6	-2.2
Cc1cc(=O)[nH]c2nnc(-c3ccc(Cl)cc3)n12	-1.3	2.2	3.1	-0.6	-3.6	-2.2	-0.2	1.2	1.4
Cc1ccc(NC2=CC(=O)CC(c3ccco3)C2)c(N)c1 (stereo not drawn)	1.7	1.4	4.3	0.9	-8.7	4.5	-0.6	1.4	-5.8
N#CCCNC(=O)CCN1CCOCC1	-0.1	9.2	7.0	-0.1	1.2	1.2	-4.2	1.4	-8.2
CCc1nnc(NC(=O)CCC(=O)N2CCN(CCc3ccccc3)CC2)s1	2.9	4.9	-2.1	0.2	-3.5	-0.8	-2.2	-4.1	-2.3
O=C(CSc1nc(-c2ccco2)cc(C(F)(F)F)n1)NCCN1CCOCC1	0.5	3.0	5.6	-0.4	-2.1	-4.5	1.0	-5.5	2.1
CC(=O)N1c2ccc(S(=O)(=O)N3CCCC3)cc2CC1C(=O)NCc1ccccc1F (stereo not drawn)	3.5	2.6	-1.8	-0.2	-0.1	6.3	1.3	3.0	-1.0
Cc1ccc(-n2c(-c3ccc(Br)cc3)c[n+]3c2CCc2ccc4cccnc4c2-3)cc1	-3.4	-1.2	5.2	6.0	9.8	-1.8	3.3	-2.0	-1.2
COc1ccc(OC)c(NC(=O)C(C)N2c3cccc4cccc(c34)S2(=O)=O)c1 (stereo not drawn)	-3.5	1.8	-3.4	-3.0	-1.2	-5.0	-2.0	4.4	1.0
COCc1[nH]nc2c1C(c1ccc(F)cc1F)C(C#N)=C(N)O2 (stereo not drawn)	-3.3	4.9	5.5	1.4	-6.7	15.0	0.2	5.0	-3.3
Cc1nnsc1-c1c(C(=O)N2CCOCC2)c(C)nn1-c1ccccc1	-4.6	-1.1	4.9	0.7	3.1	1.8	-1.4	5.8	-3.0
Nc1nonc1-c1nc2ccccc2n1CC(=O)Nc1ccccc1	-3.0	-0.4	-4.0	-4.2	-7.9	-8.3	-0.3	-1.6	7.0
O=[N+]([O-])c1ccc(/C([O-])=C(/C(=S)NCc2ccco2)[n+]2ccccc2)cc1	-2.7	11.0	33.3	4.0	-4.5	26.5	-1.5	7.8	-1.9
O=C(Oc1ccc(/C=N/O)cc1)c1ccccc1Cl	1.9	-1.5	-0.8	0.8	0.4	-0.2	1.6	-1.8	-5.3
COC(=O)CCCC1=CC2=CC(=O)C(C)(OC(=O)c3ccc(Cl)nc3)C(=O)C2=CO1 (stereo not drawn)	4.7	54.5*	66.1*	8.2	7.9	34.9*	-35.0*	57.4*	-5.5
Cc1cccc(NC(=S)N(CCN2CCOCC2)Cc2ccccc2F)c1	7.4	3.9	5.4	-8.0	0.3	14.4	2.8	3.9	-0.3
COC(=O)c1ccc(CSc2nnc(N)s2)cc1	-0.5	-0.5	0.3	-3.1	-1.6	9.8	-0.5	3.4	-1.6
CCOC(=O)C(NC(=O)CC)(Nc1ccccc1OC)C(F)(F)F (stereo not drawn)	1.3	5.5	7.2	0.7	5.5	4.8	0.9	2.6	-0.3
COC(=O)c1cccc(COC(=O)c2cc3ccccc3oc2=O)c1	-2.5	-0.4	-10.3	-4.8	4.4	1.7	-0.1	0.2	-0.8
Cc1ccc(-c2csc(-c3ccncc3)n2)cc1	-6.9	0.2	1.8	2.5	0.6	2.2	0.2	6.3	2.8
Cc1ccc(-c2nnc(C)c(N3CCCC3)n2)cc1	-6.9	1.4	6.1	-1.6	-0.1	3.0	2.6	5.4	-5.0
COc1ccc(/C=N/NC(=S)Nc2ccccc2)cc1COc1ccccc1F	-4.2	0.3	3.6	-2.7	9.6	-6.9	-0.4	14.0	0.4
COc1ccc(/C=N/NC(=O)c2ccccc2F)cc1CN1CCN(c2ccc(F)cc2)CC1	-2.5	1.1	1.5	-1.0	-2.4	-5.2	.	1.0	0.9
O=C(NCCCc1ccccc1)C(=O)NCC1OCCN1S(=O)(=O)c1ccccc1 (stereo not drawn)	-5.3	1.5	4.9	3.6	2.0	7.2	-0.4	10.9	-2.1
C=CC[N@@+]12CC[C@]34c5ccccc5N5/C=C6\C7N(/C=C(\C53)[C@@H](C[C@@H]41)/C(=C/CO)C2)c1ccccc1[C@@]71CC[N@@+]2(CC=C)C/C(=C\CO)[C@@H]6C[C@@H]12 (stereo partly drawn)	-6.2	7.9	9.3	-0.7	-0.8	0.1	.	10.9	-3.0
O=C(Cc1ccccc1)Nc1ccc2oc(=O)ccc2c1	-3.1	2.8	-3.1	1.8	-6.0	8.1	-1.2	0.1	-0.5
CCOC(=O)CSc1nnc(-c2cccc(Cl)c2)n1CC	-2.5	-0.2	1.3	2.9	6.0	-0.1	-1.5	2.4	2.9
COC(=O)c1ccc(N2CCN(C)CC2)c(NC(=O)COc2ccccc2Cl)c1	-1.2	-5.5	-5.8	-4.7	2.1	-3.4	4.9	-0.7	0.1
CCN(C1CCCCC1)S(=O)(=O)c1ccc(C(=O)O)cc1	-7.8	3.5	8.0	4.2	-1.7	-0.8	0.3	8.7	0.8
Cc1cccc(-c2nsc(SCC(=O)NCc3ccc4c(c3)OCO4)n2)c1	5.0	6.7	5.2	0.2	3.1	8.3	0.8	0.8	-0.7

Ordered by the number under PAD4 FP inh (low to high): three of the compounds above.
structure	PAD4 FP inh	BCLXL inh	MCL1-BIM inh	PME-1 inh	MEX-5 binding	GLD-1 RNA inh	TPT1 inh
CCN(C1CCCCC1)S(=O)(=O)c1ccc(C(=O)O)cc1	-7.8	3.5	8.0	-1.7	0.3	8.7	0.8
O=C(Cc1ccccc1)Nc1ccc2oc(=O)ccc2c1	-3.1	2.8	-3.1	-6.0	-1.2	0.1	-0.5
Cc1cccc(-c2nsc(SCC(=O)NCc3ccc4c(c3)OCO4)n2)c1	5.0	6.7	5.2	3.1	0.8	0.8	-0.7

(listing goes on)
SMILES	PAD4 FP inh	BCLXL inh	MCL1-BIM inh	Fam108B inh	PME-1 inh	GSTO1 inh	MEX-5 binding	GLD-1 RNA inh	TPT1 inh
O=C1c2ccccc2C(=O)N1CCCCCCc1ccccc1	0.7	3.0	4.5	.	0.7	.	.	3.5	.
Cn1c(N)c(C(=O)COC(=O)c2cc(C(F)(F)F)nc3ccccc23)c(=O)n(Cc2ccccc2)c1=O	-0.5	1.8	-6.6	-32.4	-17.0	2.4	.	9.1	5.5
O=C(Cc1sc(Nc2ccccc2)nc1-c1ccccc1)NCc1ccccn1	-4.4	0.2	-3.0	-1.4	0.1	7.4	2.1	-8.8	7.1
O=C(CN1CCOCC1)Nc1ccc(Oc2ccccc2)cc1	0.5	-1.6	-0.5	-4.2	-7.2	-10.4	4.4	-4.4	1.1
CCOc1ccc(C(=O)CCC(=O)NCC(=O)OCc2ccccc2)cc1OCC	-0.2	-7.0	-13.2	-4.0	-0.9	-0.6	-3.2	-11.8	8.9
O=C(CSc1nc2ccccc2s1)N/N=C/c1cc([N+](=O)[O-])ccc1O	1.7	9.1	16.1	2.7	0.5	7.1	-1.8	5.7	-2.3
COc1cc([N+](=O)[O-])ccc1NC(=S)NC(=O)CC(C)(C)C	2.6	4.1	-0.1	0.2	10.4	9.0	1.3	-0.4	-2.3
CN(C)S(=O)(=O)c1cccc(NC(=O)COC(=O)c2cc(=O)[nH]c(=O)[nH]2)c1	-1.5	5.5	7.4	0.1	0.5	4.0	-4.0	6.9	-0.4
CC(c1ccon1)N(C)C(=O)CCc1nnc(CCCCc2ccccc2)o1 (stereo not drawn)	1.4	3.3	8.7	5.8	3.9	8.5	1.8	9.6	0.3
CCOC(=O)CSc1nc(-c2ccccc2)cc(C(F)(F)F)n1	0.3	-2.2	1.2	-1.0	-10.8	6.7	0.7	-8.3	-4.0
Cc1ccc(C(C)C)c(OCCNCCc2ccccc2)c1	0.0	3.0	-4.3	-0.2	-1.4	-3.4	-0.2	2.7	-4.0
COc1cc2c(cc1NC(=O)Nc1ccc(F)cc1)oc1ccccc12	-0.5	2.8	2.0	6.2	6.2	0.6	1.1	6.6	-2.2
CC1c2ccccc2SC(CCCN(C)C)c2ccccc21 (stereo not drawn)	1.7	6.4	10.1	2.9	0.9	3.0	-0.2	-1.7	-4.1
N#CCCN1CCN(S(=O)(=O)c2cc(Cl)ccc2Cl)CC1	-0.8	7.6	5.0	5.1	-3.8	2.2	-0.1	-5.1	-2.2
COC(=O)c1ccc(CN2CCN(Cc3ccc(C(=O)OC)o3)CC2)o1	-2.8	4.0	3.1	1.2	3.3	1.4	-1.8	-3.4	-4.5
CCCC(=O)Nc1nc2n(n1)C(c1ccccc1)CC(=O)N2 (stereo not drawn)	3.2	2.9	5.0	-0.4	-1.0	4.9	-0.2	-4.0	-5.7
CCC1(CC)NC(=O)N(CC(=O)OCC(=O)Nc2ccccc2OC(F)F)C1=O	-3.4	3.3	0.7	.	-3.8	.	.	4.8	.
CCOC(=O)N1CCN(S(=O)(=O)N2CCCC(C(=O)NCCc3ccc(C)cc3)C2)CC1 (stereo not drawn)	-3.0	5.5	5.3	0.7	1.3	-4.3	-0.9	0.7	-0.4
NCCCCCC(=O)N/N=C/c1coc2ccccc2c1=O	3.0	6.5	6.8	3.1	-5.8	13.6	1.6	-1.6	-2.6
CCn1c(C)[n+](CC)c2ccc(S(=O)(=O)N(C)C)cc21	7.1	-11.4	-13.5	-0.2	-2.5	1.1	-0.5	-0.1	-8.6
O=c1[nH]c(C2CCCN(S(=O)(=O)c3ccccc3)C2)nc2c1nnn2Cc1ccc2c(c1)OCCO2 (stereo not drawn)	0.7	3.5	9.8	3.1	16.3	11.0	2.1	1.1	-4.7
